CHRM5 agonist = agonists of human muscarinic M5 receptor (CHRM5) | P08912 | actives 0.19% (n = 360,000) | CHO-K1 hM5 cells, Fluo-8 calcium fluorescence; 0% DMSO wells, 100% maximal acetylcholine response | activation, % at 3 µM;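 active = activation above the run's mean over test compounds plus 3 SD, cut at about 23% in these data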;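 also: signal is peak over basal fluorescence ratio across the kinetic read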
Target sequence (P08912 whole entry, looked up): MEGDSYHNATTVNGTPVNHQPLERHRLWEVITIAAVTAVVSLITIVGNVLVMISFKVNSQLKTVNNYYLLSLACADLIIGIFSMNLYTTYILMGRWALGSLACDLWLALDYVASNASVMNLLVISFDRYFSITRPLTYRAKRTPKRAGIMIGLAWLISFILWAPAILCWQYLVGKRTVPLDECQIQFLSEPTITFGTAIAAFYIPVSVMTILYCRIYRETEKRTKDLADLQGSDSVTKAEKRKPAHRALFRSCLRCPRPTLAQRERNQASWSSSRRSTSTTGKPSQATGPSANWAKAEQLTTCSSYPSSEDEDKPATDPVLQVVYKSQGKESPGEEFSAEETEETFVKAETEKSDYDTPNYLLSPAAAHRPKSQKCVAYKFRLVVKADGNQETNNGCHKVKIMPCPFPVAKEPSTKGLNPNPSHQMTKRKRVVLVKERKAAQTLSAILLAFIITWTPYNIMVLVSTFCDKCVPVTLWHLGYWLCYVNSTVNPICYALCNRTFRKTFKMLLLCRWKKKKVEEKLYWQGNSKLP
M4 ag = CHRM4 agonism in calcium assay; CHO-K1 hM4/Gqi5, Fluo-8 calcium fluorescence; vehicle 0%, full acetylcholine response 100%; activation, % at 3 µM; actives 0.14% (n = 360,000); AID 624127;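 active = activation above the run mean over all test wells plus 3 SD, cut at about 32% in these data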;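 also: peak over basal fluorescence ratio per well then scaled between controls; 0% = DMSO wells and 100% = acetylcholine at EC100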
Target sequence (P08173 whole entry, looked up): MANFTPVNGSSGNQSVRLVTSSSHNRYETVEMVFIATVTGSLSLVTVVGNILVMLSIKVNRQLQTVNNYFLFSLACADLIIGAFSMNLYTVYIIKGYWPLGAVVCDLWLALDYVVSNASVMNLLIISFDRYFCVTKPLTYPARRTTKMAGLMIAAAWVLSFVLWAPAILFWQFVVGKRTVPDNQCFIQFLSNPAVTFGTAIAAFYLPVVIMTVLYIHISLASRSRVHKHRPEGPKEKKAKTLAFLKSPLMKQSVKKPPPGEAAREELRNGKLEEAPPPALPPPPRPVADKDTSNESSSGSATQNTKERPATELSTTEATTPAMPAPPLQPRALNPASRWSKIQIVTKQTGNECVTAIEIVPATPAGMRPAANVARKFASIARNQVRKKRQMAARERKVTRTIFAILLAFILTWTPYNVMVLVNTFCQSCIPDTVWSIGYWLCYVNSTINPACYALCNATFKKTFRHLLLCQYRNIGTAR
TAAR1 ag = agonists of human TAAR1 | Q96RJ0 | CHO RD-HGA16 TAAR1, Fluo-8 calcium fluorescence; vehicle wells 0%, saturating PEA agonist 100% | activation, % at 3 µM | actives 0.99% (n = 360,000);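 active = activation above the mean activation of all test compounds in the run plus 3 SD, cut at about 38% in these data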
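Test system: RD-HGA16 (CHO) cells co-expressing Gα16 and hTAAR1 / Benchmarks: DMSO vehicle as 0%, PEA at EC100 as 100% / Repeats: no replicates (n 1) / Measure: % activation from peak over basal fluorescence ratio, DMSO-to-PEA scaled / Timing: 17-24 h plating, Fluo-8 75 min 37 °C, 30 min RT / Technique: kinetic Fluo-8 calcium fluorescence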
M4 antag = blocks acetylcholine activation of human M4 receptor. P08173. actives 0.73% (n = 360,000). AID 624125. inhibition, % at 3 µM. CHO-hM4 cells, ACh EC80, Fluo-8 calcium fluorescence;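 active = inhibition above its plate's cutoff, the mean inhibition of sample wells plus 3 SD, cut at about 27% in these data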;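 also: 0% = acetylcholine EC80 with DMSO and 100% = DMSO without agonist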
M1 antag = human CHRM1 antagonism. P11229. CHO-K1 hM1, Fluo-8 calcium fluorescence, ACh EC80 antagonist. inhibition, % at 3 µM. actives 1.3% (n = 360,000);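 active = percent inhibition above its own plate's cutoff, namely the mean of that plate's compound wells plus 3 SD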;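 also: peak over basal fluorescence ratio during 140 s after agonist addition; 0% = ACh EC80 plus DMSO and 100% = DMSO alone without agonist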
CHRM5 antagonist = antagonists of human muscarinic M5 receptor (CHRM5); P08912; CHO-hM5 cells, Fluo-8 calcium fluorescence, ACh EC80; inhibition, % at 3 µM; actives 0.59% (n = 360,000);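 active = inhibition above a per-plate cutoff, the mean of that plate's test compounds plus 3 SD, cut at about 27% in these data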;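 also: 0% = acetylcholine EC80 with DMSO and 100% = DMSO without agonist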
CHRM1 PAM = potentiates human M1 receptor response to acetylcholine; P11229; CHO-K1 hM1, Fluo-8 calcium fluorescence, ACh EC20; 0% = ACh EC20, 100% = maximal ACh; activation, % at 3 µM; actives 0.088% (n = 360,000); in the data active = activation above about 19%, passing the limit was not always enough
M5 PAM = positive allosteric modulators of human muscarinic M5 receptor. P08912. CHO-K1 hM5, Fluo-8 calcium, ACh EC20 PAM; 0% = ACh EC20, 100% = ACh EC100. activation, % at 3 µM. actives 0.3% (n = 360,000). AID 624038;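 active = activation above the run cutoff, the mean activation of all test compounds plus 3 SD, cut at about 18% in these data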
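system = human M5 receptor in CHO-K1 cells | compound = one concentration, 3 µM final (nominal) | schedule = Post-acetylcholine fluorescence recording 140 s | signal = Fluo-8 calcium dye fluorescence, kinetic read | benchmarks = low control EC20 acetylcholine (0%), high control EC100 acetylcholine (100%) | repeats = singlicate, one well per test compound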
CHRM1 agonist = agonists of human M1 muscarinic receptor; activation, % at 3 µM; CHO-K1 hM1, Fluo-8 calcium fluorescence, agonist mode; 0% DMSO, 100% acetylcholine EC100; P11229; actives 0.33% (n = 360,000);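 active = activation above the run's mean compound activation plus 3 SD, cut at about 16% in these data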;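 also: peak over basal fluorescence ratio within a 140 s kinetic read after compound addition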
An asterisk follows results filed as active; nt = no result given. A portion of the library; rates above refer to the full screens.

SMILES	CHRM5 agonist	M4 ag	TAAR1 ag	M4 antag	M1 antag	CHRM5 antagonist	CHRM1 PAM	M5 PAM	CHRM1 agonist
CN1C(=O)CC(N2CCN(CC(N)=O)CC2)C1=O (stereo not drawn)	-2	1	3	2	-8	-3	6	12	1
CCCOC(=O)Cn1cnc2scc(-c3ccc(OC)cc3)c2c1=O	-1	1	0	2	3	19	0	-5	-5
CNC(=S)NNC(=O)Cc1ccccc1	2	1	7	7	-5	0	10	2	-5
O=C(Nc1c(Cl)cc(Cl)cc1C(=O)NCC1CCCO1)c1ccco1 (stereo not drawn)	-4	0	0	2	-10	1	8	-7	-3
C#CCNC(=O)C1=C[C@H](c2csc3ccccc23)C[C@H](OCc2ccc(CO)cc2)O1	1	16	31	11	28	18	-16	-16	-2
CCn1cc(C(=O)NCCCOC)c(=O)c2cc(S(=O)(=O)N(C)C3CCCCC3)ccc21	-1	6	2	-3	-13	-1	2	-5	-6
O=C(NCc1ccco1)C1c2ccccc2Oc2ccccc21	-11	4	20	27*	-4	1	2	-3	-5
CCn1nc(C)c(/C=N/NC(=O)Cn2nnnc2N)c1C	-4	1	2	9	-4	27	4	-7	-2
CC(Sc1ccc(Cl)cc1)C(=O)NCc1cccnc1 (stereo not drawn)	-1	0	12	-7	-4	9	2	2	-2
Cc1ccccc1Oc1nnc(-c2cccs2)c2ccccc12	-3	-1	13	-1	14	8	-20	-5	-10
O=S(=O)(c1ccc(Oc2ccc(S(=O)(=O)N(CCO)CCO)cc2)cc1)N(CCO)CCO	1	0	2	-6	-6	-9	12	6	-5
Cc1cc(NC(=O)CSc2nnc(C(C)N(C)C)n2Cc2ccccc2)no1 (stereo not drawn)	0	0	3	-1	14	8	-3	-2	-2
Cc1cccn2c(=O)c3cc(C(=O)NC4CCCC4)n(C)c3nc12	-2	1	1	-4	-4	-6	1	-1	-3
CCCOC(=O)Nc1ccc(S(=O)(=O)Nn2cnnc2)cc1	1	1	2	8	0	13	1	-5	-4
CC(C)(C)OC(=O)NNC(=O)C12CC3CC(CC(C3)C1)C2	3	2	4	-5	-7	0	14	1	-3
COc1cc(OC)cc(-c2c(-c3ccc(F)cc3)c3cc(-c4cccc5[nH]ccc45)ccc3n2C)c1	7	3	7	-1	-18	2	11	17	0
O=C(NCCC1=CCCCC1)C(=O)NCC1OCCCN1S(=O)(=O)c1ccccc1 (stereo not drawn)	-1	4	1	-3	0	3	3	-4	-5
Cc1ccc(S(=O)(=O)N2CCN(C(=O)C3CCN(c4ncnc5sc(C)c(C)c45)CC3)CC2)c(C)c1	3	3	1	-4	-20	0	29*	5	1
CCCCN1C[C@H](Cc2ccccc2)[C@@H](CC(=O)Nc2ccc(OC)cc2)C1=O	0	6	1	-19	-2	-6	-1	4	-2
C[C@@H]1CN([C@H](C)CO)C(=O)c2cc(NC(=O)Nc3ccc(C(F)(F)F)cc3)ccc2O[C@H]1CN(C)S(=O)(=O)c1ccc(Cl)cc1	0	1	0	-15	-17	2	-1	0	-4

Single entries from the entries so far:
Reading of `O=C(Nc1c(Cl)cc(Cl)cc1C(=O)NCC1CCCO1)c1ccco1` (stereo not drawn) under CHRM1 agonist: -3
Reading of `CNC(=S)NNC(=O)Cc1ccccc1` under M4 ag: 1
Reading of `CC(C)(C)OC(=O)NNC(=O)C12CC3CC(CC(C3)C1)C2` under M4 antag: -5
Reading of `Cc1ccccc1Oc1nnc(-c2cccs2)c2ccccc12` under M1 antag: 14
Reading of `CCCOC(=O)Nc1ccc(S(=O)(=O)Nn2cnnc2)cc1` under TAAR1 ag: 2

Next section.
SMILES	CHRM5 agonist	M4 ag	TAAR1 ag	M4 antag	M1 antag	CHRM5 antagonist	CHRM1 PAM	M5 PAM	CHRM1 agonist
CC(C)[C@H](NC(=O)c1ccco1)C(=O)N(C)Cc1c(F)cccc1Cl	-5	3	4	-4	-12	7	7	-1	-8
Cc1ccc(S(=O)(=O)Cn2nnnc2C(C(C)C)N2CCN(C(=O)c3ccco3)CC2)cc1 (stereo not drawn)	-1	4	2	4	-16	-6	5	4	-4
COc1cccc(C(=O)NCCS(=O)(=O)N2CC(C)CC(C)C2)c1 (stereo not drawn)	0	1	0	-5	1	4	2	-1	-3
CCc1cc(=O)oc2c3c(cc(OCC(=O)NCCCOC)c12)OC(C)(C)CC3	-3	3	2	-8	7	0	-4	-10	-4
CN(C)C/C=C/C(=O)Nc1cccc(-c2c[nH]c3ncnc(Oc4ccc(NC(=O)CC(=O)Nc5ccc(F)cc5)cc4F)c23)c1	-1	1	nt	-3	-5	-1	9	2	-9
O=C(N/N=C/c1ccc(O)c(O)c1)c1ccc(-n2cnnn2)cc1	4	1	1	5	7	0	5	6	-3
Cc1ccc(C)c(S(=O)(=O)N(C)C2(C)CCS(=O)(=O)C2)c1 (stereo not drawn)	-1	1	0	-9	-4	4	9	4	-2
O=c1[nH]nc(CNc2ccc(OC(F)(F)F)cc2)c2ccccc12	12	5	9	-9	-1	-1	6	-7	3
Cc1cc([N+](=O)[O-])ccc1NC(=O)c1cc2ccccc2o1	-2	1	3	-8	-2	8	1	-4	-6
CCN(CC(=O)NCc1cccs1)C(=O)c1ccccc1F	-2	0	-1	3	1	5	4	-1	-4
O=C(Nc1ccc(Cl)cc1F)C1CC1c1ccccc1 (stereo not drawn)	-11	-2	1	0	-8	22	-1	-3	-9
O=C(CN(C(=O)CNC(=O)c1ccco1)c1ccccc1F)NC1CCCCC1	-1	1	2	-25	-3	-2	15	3	6
Cc1cccc(-n2c(CNC(=O)c3cccc([N+](=O)[O-])c3C)n[nH]c2=S)c1	-1	2	0	4	-9	-6	8	1	-1
Oc1ccc(NCc2cccc(OCc3ccc(F)cc3)c2)cc1	2	0	4	9	5	14	7	2	0
CC1Cc2ccccc2N1S(=O)(=O)c1cccc(C(=O)OCC(=O)NCc2ccco2)c1 (stereo not drawn)	-8	4	2	15	4	5	-2	-7	-5
COc1cccc(-c2cnc(C(O)c3cccc(OC)c3)[nH]2)c1 (stereo not drawn)	2	1	3	-4	-11	8	8	-2	-1
COc1cc(C(C)=O)ccc1OCC(=O)NC(=O)Nc1ccc(C)cc1C	-4	0	1	-6	0	2	0	4	-4
COc1cc(NC(=O)c2ccc(F)cc2)c(OC)cc1Cl	-14	-1	14	-5	-13	-4	7	10	-2
CCc1[nH]nc(C(=O)N2CCCC(CNS(=O)(=O)c3cccs3)C2)c1C (stereo not drawn)	-2	3	5	-2	-7	11	11	-1	0
COC(=O)c1ccc2cc(C)cc(C)c2n1	-2	-2	-3	-14	-3	8	5	-1	-10
Cc1ccc(C(=O)NNC(=S)Nc2cccc(Cl)c2Cl)cc1[N+](=O)[O-]	-1	1	nt	0	-4	5	3	-4	-4
CCc1sc(N(C(=O)Cc2ccccc2)c2cccc(F)c2)nc1-c1ccc(C)cc1	4	1	12	3	-5	6	2	-7	-3
O=C(NCc1ccco1)C(c1ccccc1)N(Cc1ccccc1)C(=O)Cn1nnc2ccccc21 (stereo not drawn)	-7	9	15	-4	3	5	-14	-31	-1
S=C(Nc1ccc(Br)cc1)NC1CCCCC1	4	11	13	-4	2	5	-16	-12	-2
Cc1ccccc1OCCNC(=S)Nc1ccccc1	-1	7	7	0	3	-2	0	-7	-2
CCOC(=O)/C(C#N)=C/c1cccc([N+](=O)[O-])c1	-2	1	-1	-5	-3	4	3	-4	0
CCO[C@H]1OC(C(=O)N2CCOCC2)=C[C@@H](c2coc3ccccc3c2=O)[C@@H]1CCCO	2	1	6	-4	-3	16	7	3	-2
Cn1nnnc1SCC(=O)Nc1nc2ccccc2s1	-1	1	4	6	-7	-1	12	-1	-8
Cc1cc(C)n2cc(CSc3ncn[nH]3)nc2n1	1	5	3	-4	-7	0	5	4	-6
O=C(COc1ccc(Cl)cc1)N1CCCCCCC1	-5	0	9	-7	-18	2	12	7	-6
COc1ccc(OC)c(-c2csc(NC(=O)C3c4ccccc4Oc4ccccc43)n2)c1	1	0	1	-6	-7	-7	2	-4	-1
CC(C)Oc1ccc(CN2CCC2(C)C(=O)NCc2cccc3ccccc23)cc1 (stereo not drawn)	-3	0	3	-3	-1	8	0	-16	-3
O=C(COc1ccccc1[N+](=O)[O-])Nc1ccccc1N1CCCC1	-2	2	1	-11	-3	-2	-2	-5	-9
CN1N=C(c2ccc(F)c(F)c2)CSC1=NCc1ccccc1	-4	2	4	1	-6	-2	6	12	-4
CCn1c(C)nc2cc(S(=O)(=O)N3CCCCC3)ccc21	4	7	4	14	-10	6	8	-8	-1
Oc1ccc2ccccc2c1CNn1cnnc1	0	1	0	1	19	0	-7	-1	-1
CC(C)(C)c1ccc(C(=O)N/N=C2\C3CN4CCN(C3)CC2(c2ccccc2)C4)cc1	0	15	2	7	4	12	-3	-14	-3
Cc1noc(C)c1C(=O)OCC(=O)N(C)C1(C#N)CCCCC1	-1	1	11	8	-2	3	3	7	-4
OC(c1ccc(F)c(F)c1)c1nc(-c2csc3ccccc23)cs1 (stereo not drawn)	-1	2	0	-7	-4	-1	2	-5	-4
CCCn1ncc(/C=N/O)c1C	-1	0	5	-7	-6	3	9	1	-1
OC(CNCC#Cc1ccccc1)c1ccccc1 (stereo not drawn)	-1	1	3	-8	-11	5	11	0	-3
O=C(Cn1c(=O)sc2ccccc21)NCc1ccco1	-10	1	0	-2	-8	0	4	-16	-4
Cc1cc(NC(=O)c2cc(-c3ccccn3)nc3c(Cl)cccc23)no1	-3	0	-2	4	-14	25	9	-9	-2
O=C(/C=C/c1ccc(S(=O)(=O)N2CCOCC2)cc1)OCC(=O)c1ccc([N+](=O)[O-])cc1	3	4	3	6	-26	1	2	3	3
O=C(O)c1cc(NC(=O)C2CCCO2)cc(NC(=O)C2CCCO2)c1 (stereo not drawn)	0	0	1	-2	-14	-6	14	5	5
O=S(=O)(NCc1ccco1)c1ccc(S(=O)(=O)N2CCCCC2)cc1	3	3	nt	-8	-5	-12	6	7	-8
O=C(O)C1CCN(c2ccccc2[N+](=O)[O-])CC1	2	1	1	-16	-10	1	9	9	-4
Nc1ncc(-c2cc3ccccc3oc2=O)s1	-4	1	10	-12	-6	4	-4	-2	-4
CC(C)c1ccc(/C=C2\CC/C(=C\C=N\N(C)C)C2=O)cc1	0	3	5	-5	-15	5	11	4	-1
COc1cccc(NS(=O)(=O)c2ccc(S(=O)(=O)N3CCOCC3)cc2)c1	12	4	9	4	3	3	2	-6	3
CN(c1ccccc1C(=O)NCC1CCCO1)S(C)(=O)=O (stereo not drawn)	-2	0	6	-3	-3	4	2	-2	-4
C=CCOn1c(C)c(C(C)=O)c2c3no[n+]([O-])c3ccc21	-2	0	13	8	-11	-5	7	0	-4
O=C(CCSc1nnc(-c2ccncc2)o1)Nc1cccc(Cl)c1	6	10	14	-5	-1	7	7	-9	-3

Sorted by formula weight (smallest number first): part of the list above.
SMILES	CHRM5 agonist	M4 ag	TAAR1 ag	M4 antag	M1 antag	CHRM5 antagonist	CHRM1 PAM	M5 PAM	CHRM1 agonist
CN(c1ccccc1C(=O)NCC1CCCO1)S(C)(=O)=O (stereo not drawn)	-2	0	6	-3	-3	4	2	-2	-4
O=C(O)c1cc(NC(=O)C2CCCO2)cc(NC(=O)C2CCCO2)c1 (stereo not drawn)	0	0	1	-2	-14	-6	14	5	5
Cc1cc(NC(=O)c2cc(-c3ccccn3)nc3c(Cl)cccc23)no1	-3	0	-2	4	-14	25	9	-9	-2
